Screens (PubChem BioAssay)
FBW7 activator = human FBW7 E3 ligase activation, primary screen | AlphaScreen FBW7–phospho-cyclin E peptide binding, activator screen | normalized activity (activation), % at 26.1 µM | 0.13% of 650,000 active; in the data active means normalized activity above about 1.9%;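 further: purified mutant Fbw7 with reduced substrate affinity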
Target sequence (Q969H0 whole entry, looked up): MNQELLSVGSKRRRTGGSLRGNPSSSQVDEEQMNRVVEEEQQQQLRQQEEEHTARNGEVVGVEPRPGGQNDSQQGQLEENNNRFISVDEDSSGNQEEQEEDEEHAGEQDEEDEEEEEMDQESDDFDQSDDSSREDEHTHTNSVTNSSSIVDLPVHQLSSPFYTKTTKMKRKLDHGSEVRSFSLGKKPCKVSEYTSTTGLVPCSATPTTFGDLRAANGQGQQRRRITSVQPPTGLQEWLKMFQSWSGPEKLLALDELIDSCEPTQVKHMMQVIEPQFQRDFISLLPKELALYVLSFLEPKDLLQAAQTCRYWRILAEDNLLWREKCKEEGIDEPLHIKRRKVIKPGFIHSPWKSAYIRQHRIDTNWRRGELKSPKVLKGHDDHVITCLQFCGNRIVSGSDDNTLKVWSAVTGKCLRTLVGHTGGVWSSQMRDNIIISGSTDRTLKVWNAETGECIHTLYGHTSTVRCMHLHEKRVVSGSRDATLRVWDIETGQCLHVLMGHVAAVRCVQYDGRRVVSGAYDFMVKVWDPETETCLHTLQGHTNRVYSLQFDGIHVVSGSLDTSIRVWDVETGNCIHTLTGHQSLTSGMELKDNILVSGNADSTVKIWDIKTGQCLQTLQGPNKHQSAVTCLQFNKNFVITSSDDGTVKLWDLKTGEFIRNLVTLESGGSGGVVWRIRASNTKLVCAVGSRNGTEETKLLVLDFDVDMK
GPR151 activ = activators of human GPR151; PathHunter beta-arrestin GPR151 cells, luminescence; activation, % at 11.2 µM; Q8TDV0; 1% of 650,000 active; in the data active means activation above about 4.9%;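 further: 0% = median of compound wells and 100% = cells with positive control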
MITF primary = blocks human microphthalmia-associated transcription factor | 0.91% of 650,000 active | inhibition, % at 2.6 µM | O75030 | AlphaScreen MITF homodimerization, bead proximity signal; in the data active means inhibition above about 50%;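 further: 0% = vehicle wells with protein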
TEAD-YAP block = TEAD-YAP interaction inhibition; inhibition, % at 9.12 µM; HEK-TIYL cells, TEAD-Gal4/YAP UAS-luciferase luminescence; 1.4% of 640,000 active; AID 1259422; in the data active means inhibition above about 32%;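 further: 0% = median of test compound wells and 100% = reference inhibitor wells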
Starred values were filed as active, the others as inactive; . = not tested or not shown.

#	smiles	FBW7 activator	GPR151 activ	MITF primary	TEAD-YAP block
1	Cc1cccc2cc(C#N)c(NCCNC(=O)c3cccc(F)c3)nc12	0.1	0.3	7	-2
2	Cc1nnc(SCC(=O)Nc2cc(Cl)cc(Cl)c2)s1	0.1	1.0	7	0
3	COc1ccc(OC)c(NC(=O)/C=C/C(=O)O)c1	-0.1	-0.5	-1	8
4	NC(CSCSCC(N)C(=O)O)C(=O)O (stereo unspecified)	-0.1	1.8	-12	0
5	NS(=O)(=O)c1ccc(CCNC(=O)c2ccc(Cl)c([N+](=O)[O-])c2)cc1	0.0	-0.5	3	2
6	Cc1cc(C(=O)NCC(c2ccc(F)cc2)N2CCN(C)CC2)no1 (stereo unspecified)	0.3	-0.6	7	-4
7	Cc1nn(C)c(C)c1-c1ncc(C(=O)NCCN(C(C)C)C(C)C)s1	0.3	-0.2	17	-5
8	O=C(N[C@H]1CCCCNC1=O)c1ccc(OC2CCN(Cc3ccccn3)CC2)cc1	0.0	-0.5	11	2
9	COc1ccc(C2=C(C(C)=O)Sc3nnc(-c4ccc(Cl)cc4)n3N2C(C)=O)cc1	-0.3	-0.8	11	2
10	CC(C)Cn1c(CN2CC(C)CC(C)C2)nc2c1c(=O)n(C)c(=O)n2C (stereo unspecified)	-0.2	1.9	12	-8
11	CC1(C)CC(=O)C(N=Nc2ccccc2Br)=C(O)C1	-0.1	-1.8	16	-28
12	COc1ccc(CC(=O)Nc2c3c(nn2-c2ccc(Cl)cc2)CSC3)cc1OC	0.1	-0.5	5	-5
13	CCC(C)NS(=O)(=O)c1ccc2c(c1)OCC(=O)N2 (stereo unspecified)	0.0	-0.5	17	18
14	Cc1cc(=O)oc2cc(OCC(=O)NCCc3ccccc3)ccc12	-0.2	-0.3	-4	-3
15	O=C(c1ccccc1NS(=O)(=O)c1ccc(F)cc1[N+](=O)[O-])N1CCCC1	-0.1	1.6	2	6
16	CCOC(=O)C1=C(C)NC(=O)C(C(N)=O)C12CCCC2 (stereo unspecified)	0.6	0.0	10	11
17	CC(C)NC(=O)COc1ccc(C=Nc2cccc(Br)c2)cc1	0.9	-1.1	4	9
18	CC(=O)c1c(C)oc2ccc(OC(=O)Nc3ccccc3)cc12	-0.1	0.2	-3	-7
19	Cc1ccccc1-c1nsc(SCC(=O)Nc2ccc3c(c2)OCO3)n1	-0.1	0.9	19	-3
20	Fc1ccc(-c2n[nH]c(=S)n2-c2ccccc2)cc1F	-0.2	0.1	-9	-13
21	O=C(Nc1ccccc1C(=O)O)/C(=C/c1ccc(Cl)cc1Cl)NC(=O)c1ccco1	0.0	2.0	7	9
22	CSCCNC(=O)c1c(C(F)(F)F)nc2ccc(C)cn12	0.4	0.6	6	5
23	COc1ccc(-c2csc(Nc3ccccc3OC)n2)c(OC)c1	-0.1	-1.1	-5	-3
24	Cc1cc2c(=O)n(CC(=O)NCC(=O)NCCCN(C)Cc3ccccc3)cnc2s1	0.1	-2.3	-4	1
25	O=C1N[C@@H]2[C@@H](O)[C@@H](O)[C@H](O)[C@@H](CO)N2C1=O	.	-0.1	-6	.
26	COc1cc(Nc2nc(-c3ccc(C(=O)N4CCN(C)CC4)cc3)nc3c2ncn3-c2ccsc2)cc(OC)c1OC	-0.1	-0.1	21	-1
27	Oc1ccccc1-c1nc2ccccc2o1	0.1	2.9	7	9
28	O=C(Nc1nc2c(s1)CCC2C(=O)N1CCc2ccccc2C1)c1ccc(F)cc1 (stereo unspecified)	0.4	0.2	-3	0
29	COc1cccc(-c2ocnc2C(=O)Nc2cccnc2)c1	-0.2	-0.3	-8	-5
30	C=CCc1cccc2cc(C(=O)N3CCN(CCOc4ccc(C)cc4)CC3)c(=O)oc12	0.0	1.6	8	22
31	CC(=Nc1ccc(C)c(C)c1)C1=C(O)c2ccccc2C1=O	-0.1	-1.2	6	-52
32	COC(=O)CCS(=O)(=O)c1ccc(Cc2ccc(S(=O)(=O)CCC(=O)OC)cc2)cc1	0.1	1.7	-4	2
33	ClCc1nc2ccccc2c2ccccc12	0.0	-2.0	-3	2
34	CCN1CCC(NC(=O)c2cc(OC)c(OC)cc2OC)CC1	0.0	2.0	1	3
35	Cc1ccc(F)cc1N1C(=O)CSC1c1ccc(Cl)cc1Cl (stereo unspecified)	0.3	-0.9	12	-1
36	Cc1ccc2cc(C3CC(c4ccco4)=NN3S(C)(=O)=O)c(Cl)nc2c1 (stereo unspecified)	0.0	0.1	21	11
37	CN(Cc1ccon1)C(=O)CCc1nnc(C2(c3ccc(Cl)cc3)CCC2)o1	0.3	-0.8	-1	-8
38	CN1CCNC(=O)C1CC(=O)NC(c1ccccc1)c1ccccc1 (stereo unspecified)	-0.1	0.2	-4	1
39	COC(=O)Cn1c(=NC(=O)COc2ccccc2)sc2cc3c(cc21)OCCO3	0.4	-1.9	-13	4
40	Cc1csc(NC(=O)CCS(=O)(=O)c2ccc(Br)cc2)n1	-0.1	0.2	14	0
41	COC(=O)C1=C(C)N(CCc2ccc(OC)c(OC)c2)C(=O)/C1=C\c1ccc(O)cc1	-0.1	-1.0	-5	-3
42	Cc1cccc(CNC(=O)C2CC23CCN(C(=O)CCc2ccccc2)CC3)n1 (stereo unspecified)	0.2	1.0	-18	-11
43	O=C(NCc1ccc(Cl)cc1)C1CCN(C(=O)NC2CCCCC2)CC1	0.0	-0.4	5	14
44	Cc1ccc(-c2nc(C=Nc3ccc(C)c(Cl)c3)c(O)o2)cc1	-0.1	-1.2	-11	-5
45	O=C(Nc1nc(-c2ccc(F)cc2)cs1)c1ccc([N+](=O)[O-])cc1	-0.1	0.1	0	6
46	CCOC(=O)CSc1nc2cc(C(=O)N3CCN(C)CC3)ccc2c(=O)n1Cc1ccccc1	-0.1	-0.5	14	-3
47	CCOc1ccc(CCNS(=O)(=O)c2cc(-c3nnc(Nc4cccc(Br)c4)c4ccccc34)ccc2C)cc1OCC	0.0	-0.3	-2	2
48	CN(C)c1ccc(/C=C/CN2CCC3(CCC(CNC(=O)C4CCCO4)O3)CC2)cc1 (stereo unspecified)	0.1	0.1	9	6
49	Cc1ccc(NC(=O)CSc2ncccc2C(=O)O)cc1Cl	0.5	-1.1	-5	-4
50	Cc1ccnc(NS(=O)(=O)c2ccc(NC(=O)/C=C/c3ccc4c(c3)OCO4)cc2)n1	0.2	0.0	-1	-6

Part of the list above, set out differently:
Values in the order – FBW7 activator | GPR151 activ | MITF primary | TEAD-YAP block
(26) COc1cc(Nc2nc(-c3ccc(C(=O)N4CCN(C)CC4)cc3)nc3c2ncn3-c2ccsc2)cc(OC)c1OC
 : -0.1 | -0.1 | 21 | -1
(8) O=C(N[C@H]1CCCCNC1=O)c1ccc(OC2CCN(Cc3ccccn3)CC2)cc1
 : 0.0 | -0.5 | 11 | 2
(40) Cc1csc(NC(=O)CCS(=O)(=O)c2ccc(Br)cc2)n1
 : -0.1 | 0.2 | 14 | 0
(43) O=C(NCc1ccc(Cl)cc1)C1CCN(C(=O)NC2CCCCC2)CC1
 : 0.0 | -0.4 | 5 | 14
(15) O=C(c1ccccc1NS(=O)(=O)c1ccc(F)cc1[N+](=O)[O-])N1CCCC1
 : -0.1 | 1.6 | 2 | 6

Next section
#	smiles	FBW7 activator	GPR151 activ	MITF primary	TEAD-YAP block
51	Cc1cccc(Cc2c(C)nc3c(C(=O)NCCc4ccccc4)cnn3c2C)c1	-0.1	-0.3	-4	-6
52	CCOC(=O)c1ccc2ncc(C(=O)OCC)c(NCCO)c2c1	0.1	-0.4	-12	0
53	CCOC(=O)C1=CN(C)C=C(C(=O)OCC)C1c1cc(OCC)c(O)c([N+](=O)[O-])c1	-0.1	1.0	6	-7
54	CC(C)CN(CC(C)C)S(=O)(=O)c1ccc2c(c1)oc(=O)n2C	-0.1	-0.3	8	5
55	CCN(c1cccc(C)c1)S(=O)(=O)c1ccc(CCN2C(=O)c3cccnc3C2=O)cc1	-0.3	-0.8	-10	-2
56	CCC(=O)N/N=C(\C)CC(=O)Nc1ccc2c(c1)OCCO2	-0.1	-0.4	-7	-12
57	COc1cc(NC(=O)C2COc3ccccc3O2)c(OC)cc1Cl (stereo unspecified)	0.0	0.3	13	-7
58	O=C(NCCOc1ccccc1Cl)Nc1ccc(Br)cc1	0.0	0.3	-5	-6
59	CN(C)c1ccc(NC(=O)CSc2ncc(-c3ccccc3)n2CC2CCCO2)cc1 (stereo unspecified)	-0.1	3.1	8	3
60	CCNc1nc(C)cc(NCc2cccc(C(F)(F)F)c2)n1	0.3	-0.9	7	18
61	O=C1CC2(CCN(S(=O)(=O)c3ccc4c(c3)OCCO4)CC2)Oc2ccccc21	-0.1	0.1	7	16
62	CC(C)(C)NC(=O)C12CC3CC(CC(Cl)(C3)C1)C2	0.0	-1.5	-4	-8
63	Cc1ccc(Nc2nc(Cl)nc(Nc3ccc(C)cc3)n2)cc1	-0.1	-0.2	4	-22
64	COc1ccc(/C=N/Nc2ncnc3nc[nH]c23)cc1	-0.1	-2.0	11	58*
65	COc1ccccc1CNC(=O)c1cnn2c(C)c(Cc3cccc(C)c3)c(C)nc12	0.2	0.5	5	3
66	CC(C)(C)OC(=O)N1CC2C(C1)C2NC(=O)c1nsc(Cl)c1Cl (stereo unspecified)	0.0	-0.9	5	-4
67	Fc1ccc(Nc2nc(N3CCCC3)nc(N3CCCC3)n2)cc1	0.5	-0.1	15	11
68	CCCCCOc1ccc(/C=c2\sc3nc(=O)c(Cc4ccccc4)nn3c2=O)cc1	-0.2	-0.2	-3	-11
69	COc1ccc(S(=O)(=O)N(C)CC(=O)Nc2cccc(Br)c2)cc1Cl	0.7	0.2	-2	-6
70	CCn1c2cc(C)oc2c2cnn(CC(=O)N3C(C)CCCC3C)c(=O)c21 (stereo unspecified)	-0.2	1.1	2	-8
71	COc1cccc(-c2nc(C3CCCN3C(=O)COCC(=O)O)n3ccccc23)c1 (stereo unspecified)	-0.4	1.1	1	-10
72	CCc1csc2ncc(C(=O)NOC)c(=O)n12	-0.3	-0.6	7	8
73	COCCNC(=S)N/N=C(\C)c1ccc(C(C)(C)C)cc1	-0.2	2.7	8	3
74	CCNCCC1CCC(=O)N1CCc1cccc(Cl)c1 (stereo unspecified)	-0.2	0.3	-9	-5
75	COc1cc(CN2CCOCC2)ccc1O	-0.2	1.5	29	8

2 records drawn at random from those above, as already listed:
#	smiles	FBW7 activator	GPR151 activ	MITF primary	TEAD-YAP block
58	O=C(NCCOc1ccccc1Cl)Nc1ccc(Br)cc1	0.0	0.3	-5	-6
71	COc1cccc(-c2nc(C3CCCN3C(=O)COCC(=O)O)n3ccccc23)c1 (stereo unspecified)	-0.4	1.1	1	-10

Further records follow:
#	smiles	FBW7 activator	GPR151 activ	MITF primary	TEAD-YAP block
76	CCOc1ccc(Cc2c(Cl)nc(N)nc2Cl)cc1	0.1	0.1	8	3
77	Cc1ncc(CN2CCC(CO)(Cc3ccccc3C(F)(F)F)CC2)[nH]1	0.1	1.4	5	-9
78	C(=N\Nc1ccccc1)/c1ccc(N2CCOCC2)cc1	-0.1	-1.0	-6	-10
79	CCC(=O)Nc1cccc(NC(=O)/C=C/c2ccc(Cl)cc2)c1	-0.2	-1.5	4	-54
80	COc1ccc(C(=O)COC(=O)c2ccc3ncsc3c2)cc1OC	-0.1	0.7	1	6
81	COc1ccc2c(c1)sc1ncc(C(=O)N3CC(C)CC(C)C3)c(=O)n12 (stereo unspecified)	0.2	-1.0	0	-7
82	CCC(=O)N1c2ccc(S(C)(=O)=O)cc2NC(=O)C1C(C)C (stereo unspecified)	-0.1	-0.9	-2	-3
83	CN(CCN1CCOCC1)C(=O)CC1C(=O)NCCN1Cc1ccccc1C(F)(F)F (stereo unspecified)	0.6	-0.5	6	2
84	COc1ccc(C(=O)NCCc2nnc3n2CCN(C/C(C)=C/c2ccccc2)CC3)cc1	0.1	0.7	9	9
85	N#C/C(=C\c1ccc(-c2ccc(Br)cc2)o1)c1nc2ccccc2[nH]1	0.1	0.5	4	7
86	CC(C)CC(NC(=O)c1ccccc1Cl)c1n[nH]c(=S)n1C (stereo unspecified)	-0.2	-0.1	-20	-3
87	O=C(CN1CCN(Cc2ccc(F)cc2Cl)C1=O)NCc1cccnc1	0.1	1.0	9	3
88	CCCCOc1ccc(C(=O)Nc2nc(-c3ccc(-c4ccccc4)cc3)cs2)cc1	-0.1	1.1	7	-3
89	COc1ccccc1NC(=O)CCCN1C(=O)c2cccc3cccc(c23)C1=O	-0.2	-0.4	-5	-12
90	O=C(COc1c(Cl)cc(Cl)cc1Cl)NNC(=O)Nc1ccc2c(c1)OCO2	0.1	0.3	12	5
91	CCOC(=O)N1CCN(C(=O)Cn2nnnc2CN2CCCCCC2)CC1	0.0	-0.6	2	-2
92	CCOC(=O)c1cnc2c(OC)cccc2c1NCCN(CC)CC	-0.2	-1.2	-12	0

Outcome played no part in choosing rows, and some 3.4% of all compounds hit somewhere here.
